CASP6 VEID inh: blocks human caspase-6 cleavage activity. AID 686996. inhibition, % at 12.5 µM. 350,000 compounds, 0.53% hits. purified caspase-6, Z-VEID-R110 cleavage fluorescence;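 active = mean inhibition across replicates at least about 35%, with every replicate also reaching that limit, limit read from the data; inconclusive = only one of the two criteria met; inactive = neither criterion met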;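 also: 0% = median of neutral control wells and 100% = no fluorescence left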
Target sequence (P55212 24-179 limits assumed): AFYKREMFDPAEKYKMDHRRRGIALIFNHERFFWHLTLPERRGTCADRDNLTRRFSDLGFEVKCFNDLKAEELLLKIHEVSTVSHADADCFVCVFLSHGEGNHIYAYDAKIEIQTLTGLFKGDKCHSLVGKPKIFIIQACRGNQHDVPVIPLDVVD
Target sequence (P55212 194-293 limits assumed): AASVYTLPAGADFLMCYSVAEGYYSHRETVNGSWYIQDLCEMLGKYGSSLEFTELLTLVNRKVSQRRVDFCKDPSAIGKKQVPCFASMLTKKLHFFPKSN
SIRT5 block: blocks human SIRT5 desuccinylation of peptide; inhibition, % at 15 µM; 330,000 compounds, 1.1% hits; Purified SirT5, succinyl-peptide AMC, trypsin-coupled fluorescence; in the data active = inhibition above about 15%; inconclusive = no clear call, values can overlap the other calls
Target sequence (Q9NXA8 whole entry, looked up): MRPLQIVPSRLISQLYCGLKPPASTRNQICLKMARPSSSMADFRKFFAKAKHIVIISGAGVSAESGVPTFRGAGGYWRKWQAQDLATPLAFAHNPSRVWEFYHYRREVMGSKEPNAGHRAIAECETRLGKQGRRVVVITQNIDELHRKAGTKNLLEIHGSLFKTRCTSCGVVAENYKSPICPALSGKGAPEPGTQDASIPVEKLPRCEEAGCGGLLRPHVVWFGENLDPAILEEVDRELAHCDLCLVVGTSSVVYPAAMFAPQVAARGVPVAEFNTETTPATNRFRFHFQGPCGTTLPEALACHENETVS
LGR2 antag: Drosophila LGR2 receptor signaling inhibition; 380,000 compounds, 0.35% hits; inhibition, % at 9.99 µM; HEK293 LGR2, CRE-luciferase, bursicon-stimulated, 4 h;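 active = drop in luminescence signal, shown as inhibition above about 50% in the replicate tests, limit read from the data, passing the limit was not always enough; inconclusive = probably only some replicates passing the limit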;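 also: agonist challenge used bursicon conditioned medium at about half maximal strength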
esBAF inh: inhibitors of esBAF chromatin remodeling in mouse ES cells; Bmi1-luciferase knock-in reporter, 24 h; 100% = twice the neutral-well signal; reporter increase, % at 12.5 µM; 350,000 compounds, 2% hits; in the data active = activation above about 40%; inconclusive = no clear call, values can overlap the other calls;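 also: 0% = median of the plate's neutral control wells and 100% = double that signal; a rise in the Bmi1 reporter signal indicates esBAF inhibition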
S100A4 inh HTS: S100A4-myosin IIA interaction inhibition; 360,000 compounds, 0.14% hits; S100A4/TAMRA-MyoIIA peptide fluorescence polarization; P26447; inhibition, % at 10.7 µM;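 active = mean inhibition of at least 70% across replicates, with every replicate also reaching that level; inconclusive = mean inhibition reaches 70% but some replicates fall short; inactive = mean inhibition below 70%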
Target sequence (P26447 whole entry, looked up): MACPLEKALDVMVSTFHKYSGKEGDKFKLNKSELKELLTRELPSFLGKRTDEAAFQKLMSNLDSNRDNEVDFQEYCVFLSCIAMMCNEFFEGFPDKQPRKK
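incubation = readout 5 min after mixing, signal stable up to 60 min | system = S100A4 monomer protein | buffer or medium = HEPES pH 7.2 with CaCl2, KCl, NaCl, DTT, Triton | benchmarks = neutral control DMSO, positive control TFP | also added = fluorescent myosin IIA peptide, 5 nM | compound dosing = one concentration per compound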
FN deposit inh: fibronectin deposition inhibition; AH1F fibroblasts, Alexa488-fibronectin deposition fluorescence, overnight; 350,000 compounds, 0.086% hits; inhibition, % at 12.6 µM;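 active = mean inhibition across replicates of 30% or more, regardless of how many single replicates reach that level; inconclusive = mean under 30% yet at least half of replicates reach 30%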;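 also: positive control wells lacked labelled fibronectin entirely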
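Material: AH1F fibroblast monolayer depositing Alexa488-labelled fibronectin into matrix / Amount: 10000 AH1F cells per well / Signal: fluorescence 485/525 nm / Medium: DMEM, 2% serum / Compound: single dose, pinned / Incubation: 1 h cell adhesion before compound, then overnight fibronectin incubation / Reagent: Alexa488-FN, 24 nM final / Read-out: inhibition of fibronectin deposition signal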
C2C12 statin: protects C2C12 myotubes from simvastatin toxicity; 330,000 compounds, 0.78% hits; AID 602340; rescue of ATP level, % at 7.49 µM; ATP luminescence, 48 h; scaled: DMSO 0, geranylgeraniol control 100;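 active = mean ATP rescue above about 67%, or every replicate alone reaching that limit, limit read from the data, passing the limit was not always enough; inconclusive = no clear call, values can overlap the other calls; inactive = mean under the limit and some replicate under it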;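 also: myotubes were challenged with 10 µM simvastatin during compound exposure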
* hit, by the source's call; ? = inconclusive; . = no result given; & = joins results of further samples. An excerpt (hit frequency here may not be typical).

SMILES	CASP6 VEID inh	SIRT5 block	LGR2 antag	esBAF inh	S100A4 inh HTS	FN deposit inh	C2C12 statin
CCN(CC)S(=O)(=O)c1ccc(C(=O)Nc2ccc(Cc3ccncc3)cc2)cc1	-9	-2	21	.	-2	9	.
CC=Cc1ccc2n(c1=O)C[C@@H]1[C@@H](CO)[C@H](C(=O)NCC(F)(F)F)[C@H]2N1C(=O)CC (mixture of isomers)	1	-7	4	-1	3	.	-2
O=S(=O)(NCCCCCCNS(=O)(=O)c1c(F)cccc1F)c1ccc2c(c1)OCCO2	-3	.	5	6	1	-2	-7
CCOC(=O)C1(Cc2cccc(OC)c2)CCN(Cc2ccc(C)s2)CC1	4	-1	-1	.	-6	-18	.
O=C(C[C@H]1CC[C@@H]2[C@H](COC[C@H](O)CN2Cc2ccc(C(F)(F)F)cc2)O1)NCCc1ccccc1	0	1	4	18	3	-24	20
COc1ccccc1CNC(=O)[C@@H]1CCCN1C(=O)C1CCN(S(=O)(=O)c2ccc(C)cc2)CC1	.	.	.	-2	.	10	14
C[C@@H]1CN([C@H](C)CO)C(=O)c2cccc(NC(=O)c3ccc(-c4nccs4)cc3)c2O[C@H]1CN(C)Cc1ccc2c(c1)OCO2	3	4	7	13	5	.	30
CC(C)N(Cc1ccccc1)C(=O)CCS(=O)(=O)c1ccc2c(c1)oc(=O)n2C	2	-3	0	-1	-3	6	-9
C[C@@H]1CCCCO[C@@H](CN(C)C(=O)Nc2cccc3ccccc23)[C@@H](C)CN([C@@H](C)CO)C(=O)c2cc(NC(=O)c3ccccc3)ccc2O1	2	7	11	16	-18	-6	.
NS(=O)(=O)c1ccc(N2C(=O)C3C4CC(C(Br)C4Br)C3C2=O)cc1 (stereo not drawn)	-1	-3	-16	9	36	21	-10
CC(C)(C)c1ccc(C(CC(=O)O)NC(=O)CSc2ccccc2)cc1 (stereo not drawn)	2	-1	-17	.	-6	-10	.
CCc1nc2cc([N+](=O)[O-])c([N+](=O)[O-])cc2[nH]1	0	.	-7	.	-1	-1	.
COc1cccc(Nc2nnc(SCc3nc4ccccc4s3)s2)c1	-2	1	-78	.	-12	-2	.
CCCCN(CC)CCNc1c(N2CCN(C(=O)OCC)CC2)c(=O)c1=O	.	.	-21	0	.	1	-15
COc1ccc2nccc(C(N)=O)c2c1	0	-22	-4	7	-3	-4	-45
Cc1ccc(C(=O)N2c3ccccc3N=C(c3ccccc3)C2C(=O)NC(C)C)cc1 (stereo not drawn)	0	-2	-41	.	35	-8	.
Cc1ccc(C)c(N2CCN(C(=O)CCc3nc(-c4ccccc4C(F)(F)F)no3)CC2)c1	2	-3	-38	73*	-1	-2	-8
O=C(Cc1ccccc1)N1C[C@H]2[C@@H](c3ccccc31)[C@H](CO)N2S(=O)(=O)c1ccccc1	0	-3	8	1	4	-1	1
CCCn1c(N)c(C(=O)COC(=O)CNC(=O)c2ccccc2OCC)c(=O)[nH]c1=O	5	-1	3	-5	3	-1	14
CC(=O)c1ccc(-n2nnnc2SCC(=O)Nc2sc(C)c(C)c2C#N)cc1	1	-3	.	.	-5	8	.

Entries listed so far containing a CF3 group:
SMILES	CASP6 VEID inh	SIRT5 block	LGR2 antag	esBAF inh	S100A4 inh HTS	FN deposit inh	C2C12 statin
CC=Cc1ccc2n(c1=O)C[C@@H]1[C@@H](CO)[C@H](C(=O)NCC(F)(F)F)[C@H]2N1C(=O)CC (mixture of isomers)	1	-7	4	-1	3	.	-2
O=C(C[C@H]1CC[C@@H]2[C@H](COC[C@H](O)CN2Cc2ccc(C(F)(F)F)cc2)O1)NCCc1ccccc1	0	1	4	18	3	-24	20
Cc1ccc(C)c(N2CCN(C(=O)CCc3nc(-c4ccccc4C(F)(F)F)no3)CC2)c1	2	-3	-38	73*	-1	-2	-8

Next section:
SMILES	CASP6 VEID inh	SIRT5 block	LGR2 antag	esBAF inh	S100A4 inh HTS	FN deposit inh	C2C12 statin
CCC(=O)c1ccc(OCC(=O)N2CCN(S(=O)(=O)c3ccc(Cl)s3)CC2)cc1	4	-6	-14	-2	2	-2	-9
CCOc1ccc(NS(=O)(=O)c2coc(C(N)=O)c2)cc1	2	.	29	1	-1	0	-15
O=C(Cn1cc(C(F)(F)F)cc(Cl)c1=O)Nc1ccc(N2CCOCC2)cc1	6	-1	-4	-7	-1	0	-3
FC(F)(F)c1ccccc1NC(=S)Nc1cccc(Cl)c1	0	2	.	-1	3	-1	5
O=S1(=O)CCOC(CO)CN1Cc1ccc(Cl)c(Cl)c1 (stereo not drawn)	-3	-1	18	-1	1	2	3
S=C(Nc1cccc(Cl)c1)N1CCN(Cc2ccccc2)CC1	-6	-3	2	.	-4	-5	.
O=C(COC(=O)c1cccc(-n2cnnn2)c1)c1ccc(F)c(F)c1	1	1	-27	?	-4	-1	-12
Nc1nc(-c2ccccc2)c(CCCOc2ccc([N+](=O)[O-])cc2)c(=O)[nH]1	-3	-2	-7	7	-3	-11	-6
CO[C@H]1CN(C)C(=O)c2ccc(NC(=O)C3CCC3)cc2OC[C@H](C)N(CC2CCCCC2)C[C@@H]1C	1&8	-2	7&2	.	-6&-4	-1&-6	.
O=S(=O)(NC1CCCCC1N1CCOCC1)c1ccc(Cl)cc1 (stereo not drawn)	-1	5	30	-3	2	-5	-3
COc1ccc2c3c(n(C)c2c1)[C@H](CO)N(C(=O)c1ccc(F)cc1)CC31CN(C(=O)c2ccc(F)cc2)C1	1	3	2	.	4	.	.
CCOc1ccc(-c2nnc3ccc(SCC(=O)N4CCN(c5ccccc5)CC4)nn23)cc1	-3	5	27	2	-2	3	-23
COCC#Cc1ccc2c(c1)O[C@@H](CN(C)C(=O)C1CCCCC1)[C@@H](C)CN([C@H](C)CO)S2(=O)=O	-6	0	-15	-4	5	.	-1
CCOc1ccc(-c2nnn(CC#N)n2)cc1OC	.	.	.	-4	.	-3	-1
O=C(NCc1cccs1)c1ccc2c(c1)ncn2C1CCCC1	.	.	.	38	.	8	2
CNC[C@@H]1Oc2ccc(N(C)C)cc2CC(=O)N([C@@H](C)CO)C[C@H]1C	-2	-1	1	-2	0	7	-19
CCCNC(=O)N1C[C@H](O)COC[C@@H]2O[C@@H](CC(=O)OC)CC[C@H]21	-1	0	9	-1	50	2	-6
Nc1ccc2c(c1)COc1ccccc1O2	.	.	.	14	.	3	11
O=C1NC(=Nc2ccccc2)S/C1=C\C=C\c1ccco1	15	3	5	.	-4	-6	.
Cc1cc(C(=O)Nc2ccccc2C(=O)O)c(C)o1	0	-2	0	-3	2	0	3
O=C(Nc1ccccc1)N1CCCCN2[C@H](CO)[C@H](c3ccc(Br)cc3)[C@H]2C1	1	1	-18	-4	-9	.	21
CCOC(Cn1cc([N+](=O)[O-])c(=O)[nH]c1=O)OCC	-1	2	1	-4	-1	4	-4
COc1ccc(S(=O)(=O)N2CCCOC2CNC(=O)C(=O)NCCO)cc1 (stereo not drawn)	-3	.	-9	-6	1	5	5
Cc1ccc(S(=O)(=O)N2CCCC(C(=O)NCCc3ccccc3)C2)cc1 (stereo not drawn)	-1	1	7	12	1	4	7
Cc1noc(C)c1NC(=O)N(C)C[C@@H]1Oc2ccc(NC(=O)Cc3ccccc3)cc2C(=O)N([C@H](C)CO)C[C@@H]1C	-5	-1	-21	-1	9	.	-6
C[C@H]1CN([C@@H](C)CO)C(=O)c2cccc(NC(=O)c3ccc(-c4nccs4)cc3)c2O[C@H]1CN(C)C(=O)Nc1ccc(F)cc1	0	5	1	-3	-1	13	50
COc1ccc(C(=O)NC2CCSc3ccccc32)cc1F (stereo not drawn)	-1	-5	0	-1	21	-1	35
CCOC(=O)C1CCCN(S(=O)(=O)c2ccc(OC)cc2)C1 (stereo not drawn)	.	.	5	4	.	-7	11
C[C@@H]1CCCCO[C@@H](CN(C)S(=O)(=O)c2ccccc2)[C@H](C)CN([C@@H](C)CO)C(=O)c2cc(NC(=O)c3ccncc3)ccc2O1	1	0	14	11	-11	-9	.
Cc1cc2c(c(C)c1CCO[C@@H]1O[C@H](CO)[C@@H](O)[C@H](O)[C@H]1O)C(=O)[C@@H](C)[C@@H]2O	-2	.	2	0	-14	3	2
CCOC(=O)[C@]12CCC=C1N(CCC1=CCCCC1)C(=O)[C@H](CC(=O)NCc1cccc(C(F)(F)F)c1)C2	1	-1	-1	.	-5	.	.
CC(C)(C)Nc1c(-c2ccc(O)cc2)nc2ccc(Cl)cn12	-1	2	-14	2	2	1	11
COc1ccc(NC(=O)N(C)C[C@H]2Oc3ncc(C#C[C@H](C)O)cc3C(=O)N([C@H](C)CO)C[C@@H]2C)cc1	1	4	7	-4	2	.	4
O=C(C[C@H]1CC[C@@H]2[C@H](COC[C@@H](O)CN2Cc2cc(F)ccc2F)O1)NCc1ccccc1	-3	3	-7	2	4	-4	7
COc1ccc(OC)c(CN2CCN(C(=O)CCC(=O)c3cccs3)CC2)c1	-1	2	2	.	-4	-5	-1
O=C(NC12CC3CC(CC(C3)C1)C2)c1ccc(S(=O)(=O)N2CCOCC2)cc1	.	.	7	-5	.	.	-11
Cc1ccc(-c2nnc3ccc(SC(C)C(=O)O)nn23)cc1 (stereo not drawn)	-1	-3	5	1	-9	-3	2
COCC(=O)N1CC(=O)N2[C@H](CO)[C@@H](c3ccc(C#Cc4cccnc4)cc3)[C@@H]2C1	1	-5	-1	.	-1	.	.
Cc1cccc(NC(=O)CC2S/C(=N/c3nccs3)N(C)C2=O)c1 (stereo not drawn)	.	.	.	-7	.	1	18
COc1cccc(OC(C)c2ccnc3nc(/N=C/N(C)C)nn23)c1 (stereo not drawn)	.	.	13	4	.	6	-30
COc1ccc(C(=O)n2nc(C#N)c(C#N)c2N)cc1	0	1	2	-2	3	-6	1
O=C(O)CCCn1ccc2cc(S(=O)(=O)N3CCCC3)ccc21	-3	0	8	-5	-7	6	4
Cc1ccc(C#N)c(SCc2ccccc2[N+](=O)[O-])n1	5	5	-13	.	-1	2	.
CC(=O)Nc1cc[n+](C(C)C(=O)c2ccc(Br)cc2)cc1 (stereo not drawn)	-1	-9	1	.	-11	6	.
O=C(Nc1ccccc1C(=O)N/N=C/c1ccncc1)c1ccccc1	-2	3	.	26	-5	-5	-16
CCOc1ccc(CN(C)CC(=O)NNC(=O)c2ccc(Cl)cc2)cc1OC	-2	-3	8	.	0	1	.
O=c1[nH]cc(Cc2ccccc2)c(=O)[nH]1	1	-6	5	4	3	2	4
COc1ccccc1/C=N/NC(=O)c1c(-c2ccccc2)noc1C	0	3	2	0	1	-4	-3
COc1ccc(CCn2c(C(C)C)nc3oc4ccccc4c(=O)c3c2=O)cc1	2	1	20	13	-3	0	-6
COCc1cc(C)n(CC(=O)Nc2c(C)cccc2C)c(=O)c1C#N	0	-3	2	-9	-4	-10	-2
O=C(c1cc(Cl)nc2ccccc12)N(Cc1nnc(-c2ccccc2Cl)o1)C1CC1	4	-2	-5	.	-4	11	.
Nc1cc2c(cc1Cl)-c1ccc(Cl)cc1C2	5	.	.	59*	-3	-12	2
COc1cc2cc(C(c3nnnn3C(C)(C)C)N3CCc4ccccc4C3)c(=O)[nH]c2cc1OC (stereo not drawn)	.	.	.	-2	.	-3	-8
COc1ccc(C2/C=C\CC(OCc3ccccc3)CC(=O)N2Cc2cccc(F)c2)cc1 (stereo not drawn)	-3	2	4	-1	-7	-1	39
C/C(=N\n1cnnc1)c1ccccc1	5	0	7	.	-1	1	.

Three compounds from above with just FN deposit inh, S100A4 inh HTS and LGR2 antag:
Compound,FN deposit inh,S100A4 inh HTS,LGR2 antag
C/C(=N\n1cnnc1)c1ccccc1,1,-1,7
O=c1[nH]cc(Cc2ccccc2)c(=O)[nH]1,2,3,5
Cc1ccc(C#N)c(SCc2ccccc2[N+](=O)[O-])n1,2,-1,-13

Compound activity (PubChem BioAssay)
